Compound activity (PubChem)
All columns: NCI-60 one-dose screen, growth in % after 48 h at 10 µM unless noted; 100 = growth as untreated, 0 = no growth, -100 = all killed.
KM12 = KM12 colon cancer cells. 82,000 compounds, 5% hits
NCI-H460 = NCI-H460 lung cancer; 82,000 compounds, 6.8% hits
HT29 = HT29 colon cancer; 81,000 compounds, 7.4% hits
NCI-H322M = NCI-H322M lung cancer; 80,000 compounds, 2.7% hits; AID 1794733
HCT-116 = HCT-116 colon cancer | 82,000 compounds, 7.3% hits | AID 1794798
SW-620 = SW-620 colon cancer; 82,000 compounds, 5.2% hits; AID 1794795
NCI-H226 = NCI-H226 lung cancer. 79,000 compounds, 3.5% hits. AID 1794732
HCT-15 = HCT-15 colon cancer; 82,000 compounds, 5.2% hits
COLO 205 = COLO 205 colon cancer | AID 1794742 | 79,000 compounds, 7.3% hits
An asterisk follows results filed as active; · = no result given. The calls were made as follows: active = growth percent below 10; inactive = the rest.

SMILES	KM12	NCI-H460	HT29	NCI-H322M	HCT-116	SW-620	NCI-H226	HCT-15	COLO 205
COc1ccc(-c2cc(C(=O)Nc3nc4cc(C)c(C)cc4s3)nc3cc(-c4ccccc4)nn23)cc1OC	111.7	112.1	93.1	119.2	107.9	47.3	113.0	111.1	·
COC(=O)c1cc(CN(C)C)c(O)c(CN(C)C)c1	103.7	103.7	105.8	96.8	108.4	105.3	99.2	110.8	113.8
O=C1C=CC(O)=CC1=P(c1ccccc1)(c1ccccc1)c1ccccc1	99.7	73.6	103.2	83.3	88.0	98.2	88.8	96.2	104.9
COc1ccc([C@@H]2c3[nH]c4ccccc4c3C[C@H]3C(=O)N(C4CCN(Cc5c(Cl)cccc5Cl)CC4)CC(=O)N23)c(OC)c1	100.3	101.3	91.9	84.9	94.3	101.8	89.8	95.3	103.3
CC1=C(C)C(=O)C(N2CCC3(CC2)OCCO3)=CC1=O	104.1	110.0	114.4	116.3	109.6	·	104.1	105.3	133.9
COc1ccc(-c2c(C#N)cnc(N)c2-c2nc3ccccc3s2)c(OC)c1	96.0	104.6	92.5	90.2	93.5	101.0	97.0	95.9	100.9
O=C(CSc1ncccc1C(=O)O)Nc1ccc(Oc2ccccc2)cc1	109.8	101.8	114.9	99.0	96.9	91.9	·	103.8	107.8
S=c1cnc2ccccc2[nH]1	93.9	96.3	93.7	·	88.3	91.0	107.4	102.5	95.0
CC(/C=N/NC(=O)c1cnccn1)=N/NC(=O)c1cnccn1	108.9	119.6	115.7	68.5	101.2	122.7	98.1	108.3	105.7
CCCCn1c(=O)c(/C=C/c2cc(/C=C/c3cc4cc(Cl)ccc4n(CCCC)c3=O)n(-c3ccc(F)cc3)n2)cc2cc(Cl)ccc21	107.7	107.7	58.4	105.5	80.4	105.9	99.2	99.2	113.9
COc1cc(C(=O)n2nc(NCCCc3ccccc3)c3cc(N)ccc32)cc(OC)c1OC	88.5	102.1	91.8	106.3	90.1	112.1	89.7	90.8	113.0
Cn1cnc([N+](=O)[O-])c1Sc1ncn[nH]1	107.5	115.2	103.5	100.7	100.5	105.9	102.5	107.0	·
CCC1=Cc2cc(Cl)ccc2OC12C=Cc1cc(Cl)ccc1O2 (stereo not drawn)	102.5	110.5	110.4	101.8	98.5	110.6	101.5	107.3	114.5
Nc1nc(Nc2ccccc2)nn1Cc1cc(F)cc(F)c1	100.8	109.6	117.8	107.5	98.4	101.1	96.9	102.0	124.9
O=C1Nc2ccccc2SC1C1SC(=S)N(Cc2ccccc2)C1=O (stereo not drawn)	-48.5*	105.8	12.9	112.7	42.8	20.9	106.7	102.7	·
COc1ccc(C/C(C)=C(\c2ccc(O)cc2)c2ccc(OCCN3CCCC3)cc2)cc1	106.3	112.6	88.4	99.2	93.8	103.5	113.4	102.1	110.6
Cc1nc2c(n1C)CN(C(=O)Nc1nc(-c3ccc(F)cc3)ccc1N)C2	96.7	105.4	78.9	97.6	60.4	92.1	107.5	103.0	106.5
S=c1[nH]c2cc(Cl)ccc2s1	96.5	117.5	101.6	94.4	96.6	112.9	91.4	108.7	92.9
CC(C)CCN(CCC(C)C)CC(=O)Nc1ccc(S(=O)(=O)c2ccc(NC(=O)CN(CCC(C)C)CCC(C)C)cc2)cc1	54.5	48.2	10.3	·	-54.2*	-2.0*	76.7	10.4	29.6
COc1ccc([C@@H]2c3[nH]c4ccccc4c3C[C@@H]3C(=O)N(C4CCN(CC5CCCCC5)CC4)CC(=O)N23)c(OC)c1	86.7	98.1	67.4	88.7	66.3	86.4	80.3	81.5	93.3
CC1(C=O)NC(=O)NC1=O (stereo not drawn)	108.2	108.3	99.2	101.8	90.5	101.1	92.8	100.7	100.2
Fc1ccc2nncc(SCc3ccccc3Cl)c2c1	107.9	102.9	110.5	133.1	102.4	105.1	106.4	98.6	118.3
COc1cc(Nc2nc3ccccc3cc2C(=O)N2CCN(c3ncccn3)CC2)cc(OC)c1OC	100.2	103.5	114.8	104.1	93.3	97.7	86.5	91.1	119.8
COc1ccc(CNc2cccc3[nH]c(C(F)(F)F)nc23)cc1OC	89.7	98.8	111.9	100.7	90.4	103.8	93.1	102.6	104.3
COc1ccc(C/C(C)=C(\c2ccc(OCCCN(C)C)cc2)c2ccc(OC(=O)c3ccccc3)cc2)cc1	91.1	98.0	37.0	85.4	57.0	83.8	88.2	69.8	99.3
The results go on:
SMILES	KM12	NCI-H460	HT29	NCI-H322M	HCT-116	SW-620	NCI-H226	HCT-15	COLO 205
CN(C)c1ccc(/C=C\C2=[N+](C)c3ccccc3C2(C)C)cc1	-21.1*	4.5*	10.5	23.7	8.0*	10.3	16.3	63.2	-78.8*
CNc1ccc(N=O)cc1	103.8	100.3	71.1	103.8	85.9	20.4	109.3	89.6	100.8
CN(C)c1ccc(/C=C2\Cc3cc(F)ccc3C2=O)cc1	94.1	103.9	87.1	98.2	57.3	103.9	95.7	89.2	72.8
CN1CCN(c2ccc(Nc3nc(NCCNC(=O)c4ccccc4)c4sccc4n3)cc2)CC1	59.6	74.0	4.2*	85.2	0.2*	49.1	108.1	20.7	56.5
CCOC(=O)Cn1c(=O)c2cc3c(=O)n(CC(=O)OCC)c(=O)c3cc2c1=O	105.9	110.0	102.8	113.7	106.7	104.7	92.8	107.8	114.5
COc1ccc2[nH]c(=O)c(CSc3ccc(Nc4nccc(-c5ccc6ccccc6c5)n4)cc3)cc2c1	104.5	108.5	105.6	97.9	108.2	108.5	100.7	102.9	136.9
O=C1CCC23OC=CC2C(O)c2ccccc2N13 (stereo not drawn)	108.2	110.9	111.5	104.6	87.6	105.7	106.2	107.0	114.4
CCN1CCN(CCNc2nccc(-c3c(-c4ccc(F)c(OC)c4)nc4sccn34)n2)S1(=O)=O	74.2	56.1	73.1	83.4	44.5	87.4	108.6	94.6	62.3
CSCC[C@H](N)C(=O)O	106.0	109.7	104.9	110.1	99.3	·	96.0	110.6	112.6
OCC(O)C1OC(c2ccco2)OC(CO)C1O (stereo not drawn)	105.5	113.8	111.3	107.6	103.5	109.1	98.7	106.6	101.6
CCCCCCCC/C=N/Nc1ccc([N+](=O)[O-])cn1	92.9	103.2	106.2	96.0	100.0	94.7	94.3	99.5	103.5
CCCCCN(CCCCC)C(C)C(=O)c1cc(C)c2ccc3cc(C(C)C)ccc3c2c1 (stereo not drawn)	93.8	104.6	92.5	82.1	96.4	105.8	78.3	98.0	105.2
Fc1ccc(COc2ccc(Nc3ncnc4sc5c(c34)CCCC5)cc2)cc1	90.1	97.3	77.8	86.9	93.7	92.0	102.4	92.6	103.4
OCCNc1nc(Nc2ccc(C3=NN(c4cc(Cl)cc(Cl)c4)C(c4ccc(F)cc4)C3)cc2)nc(N2CCOCC2)n1 (stereo not drawn)	66.9	49.4	62.8	73.3	62.1	103.4	·	52.5	·
NS(=O)(=O)c1cccc(NCCC(=O)c2ccc3ccccc3c2)c1	107.5	113.3	114.3	114.7	106.8	123.8	109.7	105.0	125.0
CC(C)NCC(O)c1ccc(NS(C)(=O)=O)cc1 (stereo not drawn)	102.0	104.8	105.6	104.1	107.5	98.3	103.8	101.1	119.1
O=C1C2Nc3ccccc3N=C2OC1c1cccc([N+](=O)[O-])c1 (stereo not drawn)	103.0	109.2	107.0	98.3	93.6	103.2	90.2	104.3	112.3
Cn1ccnc1C(=O)C(=O)Nc1ccc(CC(=O)Nc2ccccc2)cc1	105.4	102.1	107.3	102.3	114.2	102.0	96.4	96.9	109.0
O=C(CS(=O)(=O)c1ccccc1)CS(=O)(=O)c1ccccc1	110.2	106.2	104.0	101.6	97.2	99.3	95.8	105.7	116.8
COc1ccccc1N1CCN(C(CNS(=O)(=O)c2ccc(Cl)cc2)c2cccnc2)CC1 (stereo not drawn)	61.4	77.1	45.3	127.6	82.6	100.9	·	49.0	107.8
N#Cc1c(-c2ccc(Cl)cc2)cc(-c2cc3ccccc3o2)nc1SCC(=O)c1ccccc1	108.3	104.9	96.5	102.2	100.5	101.4	90.8	96.3	105.8
CCN(CC)CCCC(C)Nc1nccc2cccc(Cl)c12 (stereo not drawn)	114.0	104.9	67.9	101.7	87.1	93.1	106.3	107.3	90.1
Fc1ccccc1C(=S)Nc1ccccc1Cl	100.2	102.6	98.2	105.9	104.7	102.7	108.5	99.6	111.6
N#Cc1ccc(-c2ccc(-c3cccs3)s2)cc1F	75.7	57.0	73.9	79.8	44.9	61.4	88.6	82.9	73.8
C1COC2(CCC3(CC2)OCCO3)O1	102.3	110.0	99.7	93.9	98.9	106.9	105.2	100.1	106.3
Following part.
SMILES	KM12	NCI-H460	HT29	NCI-H322M	HCT-116	SW-620	NCI-H226	HCT-15	COLO 205
CCCCCCCCCCCCCCCCNC(=O)Nc1ccc(Br)cc1	108.0	102.6	100.8	101.1	105.7	109.8	111.4	106.9	105.0
O=c1nc(N2CCOCC2)oc2c(-c3cccc4c3sc3ccccc34)cccc12	78.5	95.2	83.1	81.7	81.3	94.1	61.4	86.6	96.6
C/C(=N/NC(=S)NC1CCCCC1)c1sc(Nc2ccc(Cl)cc2)nc1C	92.9	87.7	102.7	80.0	89.1	89.8	109.6	85.6	111.6
O=C(O)c1ccccc1C(=O)OC1CCCC2CCCC21 (stereo not drawn)	106.3	112.4	100.1	115.1	112.4	111.4	100.8	92.1	117.2
COc1ccc(C(=O)/C=C/c2ccc(/C=C/c3ccc(Cl)cc3)cc2)cc1	100.5	101.6	104.1	76.6	97.5	99.8	101.2	90.1	107.2
CN(C)c1ccc(C2CC(c3cccs3)=NN2c2ccc(S(N)(=O)=O)cc2)cc1 (stereo not drawn)	101.6	95.4	111.8	76.9	96.2	108.8	92.5	87.2	20.0
COc1ccc(C2CN=NC2C(=O)c2ccccc2)cc1 (stereo not drawn)	99.3	115.1	102.3	92.7	133.1	97.2	83.9	103.5	134.2
CCOC(=O)c1cc(C(=O)c2cc(OC)cc(OC)c2)n2nc(-c3ccc(Cl)cc3)ccc12	100.9	87.1	83.6	·	85.4	85.7	98.7	100.6	116.0
O=C(c1cc2n(n1)CC(c1ccccc1)N2)N1CCOCC1 (stereo not drawn)	105.5	104.9	107.1	104.8	83.5	104.9	·	105.1	·
O=C(Nc1nc(-c2ccc(Cl)cc2)cs1)c1ccc(O)c(O)c1	58.0	25.4	96.6	79.9	27.1	47.4	67.2	22.9	89.1

Sorted by length of the SMILES (highest first): 12 of the compounds above.
SMILES	KM12	NCI-H460	HT29	NCI-H322M	HCT-116	SW-620	NCI-H226	HCT-15	COLO 205
COc1ccc([C@@H]2c3[nH]c4ccccc4c3C[C@H]3C(=O)N(C4CCN(Cc5c(Cl)cccc5Cl)CC4)CC(=O)N23)c(OC)c1	100.3	101.3	91.9	84.9	94.3	101.8	89.8	95.3	103.3
CCN1CCN(CCNc2nccc(-c3c(-c4ccc(F)c(OC)c4)nc4sccn34)n2)S1(=O)=O	74.2	56.1	73.1	83.4	44.5	87.4	108.6	94.6	62.3
C/C(=N/NC(=S)NC1CCCCC1)c1sc(Nc2ccc(Cl)cc2)nc1C	92.9	87.7	102.7	80.0	89.1	89.8	109.6	85.6	111.6
Fc1ccc(COc2ccc(Nc3ncnc4sc5c(c34)CCCC5)cc2)cc1	90.1	97.3	77.8	86.9	93.7	92.0	102.4	92.6	103.4
O=C(CSc1ncccc1C(=O)O)Nc1ccc(Oc2ccccc2)cc1	109.8	101.8	114.9	99.0	96.9	91.9	·	103.8	107.8
Nc1nc(Nc2ccccc2)nn1Cc1cc(F)cc(F)c1	100.8	109.6	117.8	107.5	98.4	101.1	96.9	102.0	124.9
O=C(O)c1ccccc1C(=O)OC1CCCC2CCCC21 (stereo not drawn)	106.3	112.4	100.1	115.1	112.4	111.4	100.8	92.1	117.2
Fc1ccc2nncc(SCc3ccccc3Cl)c2c1	107.9	102.9	110.5	133.1	102.4	105.1	106.4	98.6	118.3
Fc1ccccc1C(=S)Nc1ccccc1Cl	100.2	102.6	98.2	105.9	104.7	102.7	108.5	99.6	111.6
CC1(C=O)NC(=O)NC1=O (stereo not drawn)	108.2	108.3	99.2	101.8	90.5	101.1	92.8	100.7	100.2
CSCC[C@H](N)C(=O)O	106.0	109.7	104.9	110.1	99.3	·	96.0	110.6	112.6
CNc1ccc(N=O)cc1	103.8	100.3	71.1	103.8	85.9	20.4	109.3	89.6	100.8
